ABHD5-PLIN5 inh: ABHD5-PLIN5 interaction inhibitors, primary screen, cell lysate, split luciferase complementation, luminescence; 360,000 compounds, 0.78% hits; inhibition, % at 4 µM; Perilipin-5 (Homo sapiens) + 1-acylglycerol-3-phosphate O-acyltransferase ABHD5 (Homo …; Split G. princeps luciferase complementation, 4 h;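 active = inhibition above the mean inhibition across every tested compound plus 3 SD, cut at about 22% in these data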;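 note: 0% = DMSO only wells and the 100% control is not disclosed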
MC4R ag barr: MC4R agonists recruiting beta-arrestin, primary screen, cell-based, luminescence, agonist arm of biased-ligand search; Melanocortin receptor 4 (Homo sapiens), P32245; U2OS MC4R beta-arrestin complementation; percent of melanotan II response, DMSO zero; activation, % at 8.9 µM; 360,000 compounds, 0.98% hits; AID 540308, 2011;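 active = activation above a per-plate cutoff, the mean activation of sample wells on that plate plus 3 SD, cut at about 8% in these data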
Target sequence (P32245 whole entry, looked up): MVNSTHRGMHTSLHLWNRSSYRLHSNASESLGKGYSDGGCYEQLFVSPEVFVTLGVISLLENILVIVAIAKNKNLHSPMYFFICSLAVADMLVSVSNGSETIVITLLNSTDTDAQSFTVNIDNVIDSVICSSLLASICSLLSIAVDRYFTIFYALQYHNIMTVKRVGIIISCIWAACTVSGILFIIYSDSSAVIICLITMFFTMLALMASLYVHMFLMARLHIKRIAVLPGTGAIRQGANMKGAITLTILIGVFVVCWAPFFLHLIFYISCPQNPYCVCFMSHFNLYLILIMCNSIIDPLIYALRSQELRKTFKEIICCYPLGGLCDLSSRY
aDG glyco up: activators of alpha-DG glycosylation, primary screen, uHTS, Pro5-aDG cells, AlphaScreen. alpha-DG glycosylation AlphaScreen (IIH6); 0% Pro5, 100% B10-LARGE cell signal. activation, % at 10 µM. 360,000 compounds, 0.22% hits;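 active = activation of at least 8% versus controls, or a plate z-score of at least 8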;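 note: Pro5 are CHO cells carrying HIG-tagged alpha-DG that lacks glycosylation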
m5-HT2A agonist: mouse Htr2a agonists via beta-arrestin recruitment, primary screen, cell-based, luminescence. 360,000 compounds, 0.66% hits. AID 624169, 2012. CHO-K1 mHTR2A beta-arrestin complementation; percent of 30 µM serotonin response. activation, % at 7.6 µM. 5-hydroxytryptamine receptor 2A (Mus musculus), P35363;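 active = activation above a run cutoff, the mean activation of all tested compounds plus 3 SD, cut at about 14% in these data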;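 note: 0% = plate median of compound wells and 100% = 30 µM serotonin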
Target sequence (P35363 whole entry, looked up): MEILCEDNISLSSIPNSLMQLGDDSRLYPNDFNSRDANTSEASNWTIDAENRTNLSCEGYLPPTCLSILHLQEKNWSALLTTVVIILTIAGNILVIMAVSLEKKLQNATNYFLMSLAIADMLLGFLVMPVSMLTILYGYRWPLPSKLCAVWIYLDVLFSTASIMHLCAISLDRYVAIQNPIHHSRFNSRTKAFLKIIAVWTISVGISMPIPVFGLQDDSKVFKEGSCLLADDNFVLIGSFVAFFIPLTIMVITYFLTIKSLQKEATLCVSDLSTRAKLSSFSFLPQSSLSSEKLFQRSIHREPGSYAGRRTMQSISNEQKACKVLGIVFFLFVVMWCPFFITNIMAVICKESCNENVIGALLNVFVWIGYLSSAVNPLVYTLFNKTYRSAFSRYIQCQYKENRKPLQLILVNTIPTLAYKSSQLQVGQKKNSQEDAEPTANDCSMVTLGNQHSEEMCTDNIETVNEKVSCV
MC4R antagonist: MC4R antagonists of cAMP signaling, primary screen, cell-based, TR-FRET, antagonist arm of biased-ligand search | MC4R-expressing cells, MTII-stimulated cAMP, LANCE TR-FRET | inhibition, % at 6.5 µM | 360,000 compounds, 0.48% hits;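 active = inhibition above its plate's cutoff, the mean of tested wells on that plate plus 3 SD, cut at about 29% in these data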;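 note: 0% = Melanotan II alone and 100% = Melanotan II plus saturating MCL0020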
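Material – human MC4R-expressing U2OS cells · Repeats – no replicates · Detection – TR-FRET with Eu-cAMP and labeled anti-cAMP, 671 nm · Times – compound 30 min, challenge 1 h, detection 1 h · Compound – single nominal compound dose of 6.5 µM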
Cardio protect: cardioprotection against H2O2-induced cell death, primary screen, uHTS, H9c2 cells, ATPLite luminescence | H9c2 cardiomyocytes, H2O2 injury protection, 2 h | protection from H2O2 cell death, % at 20 µM | 360,000 compounds, 0.63% hits | AID 588492, 2011;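 active = compounds giving at least 50% protection of heart cells from peroxide-induced death in the single-dose screen, raw or plate-pattern-corrected value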;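 note: 0% = DMSO wells with peroxide and 100% = DMSO wells without peroxide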
Granule exo inh: LAMP-1 surface exposure blockers, TALL-104 cells – cell-based, flow cytometry, MLPCN library, primary screen | 360,000 compounds, 0.66% hits | TALL-104 LAMP-1 surface exposure; cells stimulated with thapsigargin and PMA | inhibition, % at 10 µM | AID 651702, 2012;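 active = inhibition above about 55%, limit read from the data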
ABCB6 inh 2: ABCB6 transporter inhibitors, primary screen, K562-ABCB6 cells, flow cytometry, MLPCN library; fluorescence ratio to DMSO, % at 10 µM; ATP-binding cassette sub-family B member 6 (Homo sapiens), Q9NP58; K562-ABCB6 porphyrin accumulation, 1 h; stronger effect = lower value; 360,000 compounds, 0.19% hits;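 active = fluorescence ratio to DMSO below 75%, the collection mean minus 3 SD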;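 note: signal is porphyrin accumulated inside mitochondria; 100% equals median channel fluorescence of DMSO control wells; lower ratio means ABCB6 inhibition with less porphyrin fluorescence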
N-glyco inh: increase of ERlucT glycosylation luciferase signal, primary screen, N-linked glycosylation inhibitor project, D54 ERlucT cells, luminescence, set 2; D54 ERlucT glycosylation luciferase reporter, 24 h; percent of 100 nM tunicamycin response; reporter increase, % at 12.5 µM; AID 588692, 2011; 360,000 compounds, 0.23% hits;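 active = mean luciferase reporter signal, scaled so untreated is 0 and the glycosylation-blocking control 100, at or above a set limit in every replicate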;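 note: luciferase carries N-glycosylation sites so blocking glycosylation raises the light; 0% = median of neutral control wells and 100% = median of 100 nM tunicamycin wells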
iPSC survival up: enhancers of single-cell hiPSC survival, primary screen, ATPlite luminescence; 360,000 compounds, 0.044% hits; 100% = ROCK inhibitor wells, 0% = DMSO; AID 602274, 2012; survival enhancement, % at 20 µM; in the data active = survival enhancement above about 18%;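 note: cells exposed to compounds for 16 hours before the ATP read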
Active calls of the source: *; x = not tested or not shown.

SMILES	ABHD5-PLIN5 inh	MC4R ag barr	aDG glyco up	m5-HT2A agonist	MC4R antagonist	Cardio protect	Granule exo inh	ABCB6 inh 2	N-glyco inh	iPSC survival up
CCOc1ccc(NS(=O)(=O)c2cc(NC(=O)CCNC(=O)c3ccco3)ccc2OC)cc1	-4	-1.6	-0.3	-4	0	0	-3	92	2	-3.2
CN(c1ccccc1C(=O)Nc1ccc(CC#N)cc1)S(=O)(=O)c1ccccc1	2	-1.6	0.0	4	1	2	-2	96	-4	-0.1
O=c1c2ccccc2nnn1COc1cccc2ccccc12	1	-2.6	-0.4	-3	-4	-6	0	97	-1	3.5
O=C(c1ccc(S(=O)(=O)Nc2ccccc2F)cc1)N1CCN(c2ccccn2)CC1	4	0.3	0.1	-2	14	4	-6	103	-1	0.4
CN(C)/C=N/C(=S)Nc1ccccc1	3	-3.9	-0.1	2	-10	-12	-2	99	2	0.1
Cc1ccccc1OCC(=O)N/N=C/c1ccccn1	-4	1.6	0.6	7	-4	20	2	106	1	1.0
CC(OC(=O)c1ccccc1Br)C(=O)Nc1nc(-c2cccc([N+](=O)[O-])c2)cs1 (stereo not drawn)	1	-0.5	0.7	17*	10	-2	-4	97	-1	-0.5
CCCOc1ccc(C(=O)NNC(=S)NC(=O)c2ccccc2[N+](=O)[O-])cc1	20	-3.2	0.1	-5	9	22	-5	101	1	-0.3
Cc1ccc(CN2CCN(/N=C/c3ccc(C(=O)O)cc3)CC2)cc1	-6	-2.4	-0.4	4	-4	3	-2	102	0	0.5
O=C(COc1ccccc1)c1cn(CC(=O)N2CCCC2)c2ccccc12	-3	-1.3	0.2	2	7	-1	-2	93	-1	-0.6

Fetched by structure from above (2):
SMILES	ABHD5-PLIN5 inh	MC4R ag barr	aDG glyco up	m5-HT2A agonist	MC4R antagonist	Cardio protect	Granule exo inh	ABCB6 inh 2	N-glyco inh	iPSC survival up
CN(C)/C=N/C(=S)Nc1ccccc1	3	-3.9	-0.1	2	-10	-12	-2	99	2	0.1
CC(OC(=O)c1ccccc1Br)C(=O)Nc1nc(-c2cccc([N+](=O)[O-])c2)cs1 (stereo not drawn)	1	-0.5	0.7	17*	10	-2	-4	97	-1	-0.5

Following part.
SMILES	ABHD5-PLIN5 inh	MC4R ag barr	aDG glyco up	m5-HT2A agonist	MC4R antagonist	Cardio protect	Granule exo inh	ABCB6 inh 2	N-glyco inh	iPSC survival up
Cc1cccc(CSCc2nnc(N)s2)c1	-5	3.3	-0.3	-6	9	6	1	100	0	-0.6
CS(=O)(=O)N1CCN(c2nc(-c3ccc(F)cc3)cs2)CC1	6	0.1	0.1	-3	0	3	-9	109	-1	-1.6
COc1ccc(N=Cc2c[nH][nH]c2=O)cc1	2	-0.1	-0.3	-5	8	-3	0	100	1	-1.7
COc1cccc(-c2nc(Cl)nc3cc(Cl)ccc23)c1	-2	x	-0.2	1	x	x	-4	122	x	-0.3
COc1cccc(-c2ncc3ccccc3c2COC(=O)c2ccc(C(C)(C)C)cc2)c1	1	-0.9	0.3	-5	-9	-4	4	94	-7	-1.9
CCOc1ccc2nc(NC(=O)CN3C(=O)NC4(CCCC4)C3=O)sc2c1	-1	0.0	0.0	3	-2	-8	1	96	3	-0.4
CCOC(=O)c1ccc(COC(=O)c2ccc(-c3nnc(-c4ccccc4)o3)cc2)o1	-11	-0.6	0.2	-2	-4	-14	1	93	-1	9.1
COc1ccc(-c2c(C(C)=O)c(C)nc3sc4c(=O)[nH]nnc4c23)cc1	12	1.9	0.1	3	-3	0	33	99	2	-1.6
Cc1ccc(SCCC(=O)OCn2nnc3ccccc3c2=O)cc1	-2	-0.6	0.0	1	-5	10	-2	95	0	1.3
COc1ccc(/C=N/NC(=O)Nc2cccc3nsnc23)cc1	0	6.4	0.0	7	9	-5	0	98	4	-1.2
COC(=O)CSc1nnc(-c2ccccn2)n1Cc1ccco1	1	0.4	-0.3	4	3	2	1	100	3	2.5
COc1cccc(C(=O)CN(C(=O)c2ccc(Cl)c(Cl)c2)N2C(=O)C3CCCCC3C2=O)c1 (stereo not drawn)	0	-1.2	0.9	-3	0	8	1	78	1	6.8
O=C(O)c1ccc(-c2noc(-c3ccc(F)cc3)n2)cc1	0	-0.3	0.2	7	-6	-4	-12	106	-11	-0.7
COc1ccc(S(=O)(=O)N2CCCC2)cc1C(C)C	0	0.9	0.2	5	8	-10	-1	97	-2	-0.4
Cc1cccc(N2CCN(C(=O)/C=C/c3cccs3)CC2)c1C	-5	-0.6	-0.2	0	-8	3	-2	100	3	-2.8
COc1ccc(CN2CCNC(=O)C2CC(=O)NCCC2=CCCCC2)c(F)c1 (stereo not drawn)	8	-1.2	0.0	0	10	3	1	97	-1	-0.4
COc1ccc(CSc2nnnn2C)cc1[N+](=O)[O-]	-1	0.9	0.0	4	2	8	-2	101	2	3.5
Cc1ccc([C@@H]2[C@@H]3C(=O)N(C)C(=O)[C@@H]3[C@]3(C)C(=O)N(CCO)CC(=O)N23)o1	3	1.4	-0.1	0	5	2	0	102	2	1.3
COc1cc(NC(=S)N2CCC(C(O)(c3ccccc3)c3ccccc3)CC2)cc(OC)c1	-13	-3.0	0.8	-3	24	-6	-2	101	0	-1.3
CCOc1cc(/C=N/n2cnnc2)c(Br)cc1O	1	-0.9	0.2	4	5	-1	-1	99	1	-2.3
COc1ccc(/C=N/n2c(-c3cc(C)[nH]n3)n[nH]c2=S)cc1	-8	-1.5	-0.1	0	1	3	10	103	2	-0.1
Cc1ccc(Sc2cc(Cl)nc(N)n2)cc1	0	4.2	0.2	-2	-10	7	-1	90	-1	3.5
CSc1ccc(S(=O)(=O)N(CC(=O)NN=C2CCN(C)CC2)c2ccc(C)cc2)cc1	11	-1.5	0.8	-4	-9	-3	-4	100	-1	0.4
CCC1=Nc2cc(C(=O)NCCCN3CCN(C)CC3)ccc2Sc2ccccc21	0	0.3	0.2	-4	9	7	15	109	-3	-0.4
Cc1noc(C)c1S(=O)(=O)NC(=O)C1(C)CCN1C(=O)Cc1ccc(-c2ccccc2)cc1 (stereo not drawn)	-1	-0.1	0.0	0	9	-2	4	102	0	1.3
COc1ccc(CNC(=O)CN=C2NC(=O)C(c3ccccc3)(c3ccccc3)N2)cc1	4	-3.5	-0.1	-5	1	-10	2	96	-1	-1.3
O=C(Nc1c(C(=O)Nc2cccc3ccccc23)cnn1-c1ccccc1)c1ccco1	-7	1.6	-0.1	5	12	3	20	101	1	5.1
Cc1ccc(C(=O)NCc2cccs2)cc1S(=O)(=O)N1CCCCC1	1	2.2	0.0	0	-5	-2	4	102	-1	0.9
CC1CC(C)CN(S(=O)(=O)c2ccc(C(=O)N3CCOCC3)cc2)C1 (stereo not drawn)	1	0.8	-0.1	4	5	-3	-2	97	3	0.3
Cc1cccc(CC2SC(N3CCN(c4ccccc4)CC3)=NC2=O)c1 (stereo not drawn)	0	-1.6	-0.3	-2	8	-1	-9	99	-1	-1.0

Record cards (already shown). Order of screens: ABHD5-PLIN5 inh	MC4R ag barr	aDG glyco up	m5-HT2A agonist	MC4R antagonist	Cardio protect	Granule exo inh	ABCB6 inh 2	N-glyco inh	iPSC survival up
CSc1ccc(S(=O)(=O)N(CC(=O)NN=C2CCN(C)CC2)c2ccc(C)cc2)cc1 is entered as 11	-1.5	0.8	-4	-9	-3	-4	100	-1	0.4
COc1ccc(/C=N/n2c(-c3cc(C)[nH]n3)n[nH]c2=S)cc1 is entered as -8	-1.5	-0.1	0	1	3	10	103	2	-0.1
Cc1cccc(CC2SC(N3CCN(c4ccccc4)CC3)=NC2=O)c1 (stereo not drawn) is entered as 0	-1.6	-0.3	-2	8	-1	-9	99	-1	-1.0
COc1ccc(CNC(=O)CN=C2NC(=O)C(c3ccccc3)(c3ccccc3)N2)cc1 is entered as 4	-3.5	-0.1	-5	1	-10	2	96	-1	-1.3

(more compounds)
SMILES	ABHD5-PLIN5 inh	MC4R ag barr	aDG glyco up	m5-HT2A agonist	MC4R antagonist	Cardio protect	Granule exo inh	ABCB6 inh 2	N-glyco inh	iPSC survival up
Cc1oc(-c2cccs2)nc1CN1CCC(CO)(CCOc2ccccc2)CC1	9	0.4	0.1	-6	-7	0	3	97	-1	-0.3
CC(C)(C)c1cc(C(=O)CCN2CCOCC2)cc(C(C)(C)C)c1O	32*	-1.6	-0.1	-7	6	2	19	95	2	-0.8
O=C(NCCC1CCCCN1S(=O)(=O)c1cccs1)C(=O)Nc1ccc(F)cc1F (stereo not drawn)	4	-3.4	0.0	-3	-14	-9	3	94	14	0.4
O=C1CCS/C(=N\N=C\c2ccc(Cl)cc2Cl)N1	-11	1.0	0.1	0	-5	-6	-4	93	1	0.1

Single entries from the list.
Value for `Cc1cccc(CC2SC(N3CCN(c4ccccc4)CC3)=NC2=O)c1` (stereo not drawn) under iPSC survival up: -1.0
Value for `Cc1ccccc1OCC(=O)N/N=C/c1ccccn1` under aDG glyco up: 0.6

This is a random part of the collection; any-hit rate near 4.5%.
